ARNT TACC3 PPI: disruptors of ARNT/TACC3 protein interaction, primary screen, biochemical, AlphaScreen, single concentration; AID 623870, 2012; AlphaScreen His-ARNT PAS-B/GST-TACC3 binding, luminescence; TACC3 fragment carries E629A point mutation; inhibition, % at 9.99 µM; 390,000 compounds, 0.66% hits;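 active = mean inhibition of replicates at least 50% and at least half of replicates each reaching 50%; inconclusive = half or more replicates reach 50% but mean below 50%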;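 also: 0% = complete ARNT plus TACC3 wells and 100% = ARNT alone without TACC3; many hits fall short of the cut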
Casp6 inh: human caspase-6 inhibitors, primary screen, biochemical, VEID-R110 fluorescence, single point, set 2. inhibition, % at 12.5 µM. purified caspase-6, Z-VEID-R110 cleavage fluorescence. 350,000 compounds, 0.53% hits;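 active = mean inhibition across replicates at least about 35%, with every replicate also reaching that limit, limit read from the data; inconclusive = only one of the two criteria met; inactive = neither criterion met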;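 also: 0% = median of neutral control wells and 100% = no fluorescence left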
Target sequence (P55212 24-179 limits assumed): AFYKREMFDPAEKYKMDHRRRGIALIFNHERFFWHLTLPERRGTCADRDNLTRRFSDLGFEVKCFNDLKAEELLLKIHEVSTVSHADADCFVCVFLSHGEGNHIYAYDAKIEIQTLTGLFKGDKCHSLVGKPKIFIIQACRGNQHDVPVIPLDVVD
Target sequence (P55212 194-293 limits assumed): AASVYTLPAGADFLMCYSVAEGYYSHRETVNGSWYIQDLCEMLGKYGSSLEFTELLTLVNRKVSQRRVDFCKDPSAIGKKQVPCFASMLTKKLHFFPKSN
RAD52 inh: RAD52 DNA annealing inhibitors, primary screen, biochemical, FRET, single point, set 2; inhibition, % at 18.7 µM; recombinant RAD52 DNA annealing, FRET fluorescence; 360,000 compounds, 0.46% hits; DNA repair protein RAD52 homolog (Homo sapiens), P43351;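 active = every replicate showing at least 50% inhibition; inconclusive = mean inhibition at least 50% but not in every replicate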
ERp5 block: inhibitors of ERp5-driven insulin aggregation, primary screen, biochemical, turbidity, absorbance 650 nm, single point | Protein disulfide-isomerase A6 (Homo sapiens), Q15084 | 90 min | 350,000 compounds, 0.05% hits | inhibition, % at 9.99 µM | AID 651711, 2012;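 active = mean replicate inhibition above about 25%, with every replicate also reaching it, limit read from the data, passing the limit was not always enough; inconclusive = only one of those two criteria met; inactive = neither criterion met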
RAD54 branch: inhibitors of human RAD54 branch migration, primary screen, biochemical, fluorescence, single point; AID 602329, 2012; inhibition, % at 10.4 µM; 360,000 compounds, 0.14% hits; DNA repair and recombination protein RAD54-like (Homo sapiens), Q92698; RAD54 Holliday junction branch migration, FAM/BHQ fluorescence;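 active = mean normalized replicate activity at least 40 and at least half of replicates scoring 40 or more; inconclusive = only one of the two criteria met; inactive = mean below 40 and under half of replicates reaching 40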;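 also: 0% = median of neutral control wells and 100% = median of positive control wells; inhibitors cause a drop in the FAM fluorescence signal; in these data hits start at about 50%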
Target sequence (Q92698 whole entry, looked up): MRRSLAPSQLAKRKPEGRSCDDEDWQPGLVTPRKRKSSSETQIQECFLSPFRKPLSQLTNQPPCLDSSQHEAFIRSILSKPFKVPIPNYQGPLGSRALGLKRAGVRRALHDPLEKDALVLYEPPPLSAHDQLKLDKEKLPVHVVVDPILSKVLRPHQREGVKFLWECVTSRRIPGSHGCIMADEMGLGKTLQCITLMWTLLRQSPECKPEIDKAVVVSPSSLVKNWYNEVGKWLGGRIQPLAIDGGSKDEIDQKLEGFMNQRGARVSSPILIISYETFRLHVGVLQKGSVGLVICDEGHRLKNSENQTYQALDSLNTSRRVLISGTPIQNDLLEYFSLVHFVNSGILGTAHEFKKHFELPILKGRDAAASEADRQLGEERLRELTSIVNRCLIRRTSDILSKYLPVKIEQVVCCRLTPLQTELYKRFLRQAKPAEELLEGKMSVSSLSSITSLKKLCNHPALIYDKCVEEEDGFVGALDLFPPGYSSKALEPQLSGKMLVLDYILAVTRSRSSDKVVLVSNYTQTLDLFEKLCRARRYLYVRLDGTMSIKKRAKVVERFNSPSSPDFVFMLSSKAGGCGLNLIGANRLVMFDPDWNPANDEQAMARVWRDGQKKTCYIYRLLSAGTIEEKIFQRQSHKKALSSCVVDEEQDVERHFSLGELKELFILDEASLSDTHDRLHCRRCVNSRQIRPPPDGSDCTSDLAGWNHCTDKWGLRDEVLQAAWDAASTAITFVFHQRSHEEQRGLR
esBAF inh: Bmi1 luciferase reporter increase in mESCs, primary screen, esBAF inhibitor project, mouse ES cells, Bmi1 luciferase knock-in, single point; AID 602393, 2012; reporter increase, % at 12.5 µM; 24 h; 100% = twice the neutral-well signal; 350,000 compounds, 2% hits; in the data active = activation above about 40%; inconclusive = no clear call, values can overlap the other calls;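 also: 0% = median of the plate's neutral control wells and 100% = double that signal; a rise in the Bmi1 reporter signal indicates esBAF inhibition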
E-selectin induc: E-selectin induction in HUVECs, primary screen, imaging, HUVEC, immunofluorescence imaging, single point; P16581; normalized: neutral wells 0, TNF-alpha wells 100; activation, % at 7.58 µM; 260,000 compounds, 0.37% hits;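 active = mean E-selectin-positive cell signal at least 10% of the positive control, reached in at least 60% of replicates, without over 20% cell loss; inconclusive = no rule given, readout overlaps actives, possibly toxicity-flagged; inactive = the rest, including those meeting only one limit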;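 also: in these data hits start at about 27%; measured in HUVEC primary endothelial cells; signal is the percent of cells scored E-selectin positive by PE staining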
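Read-out: % PE-positive cells | Test system: HUVEC | Doses: One compound dose added by pin transfer | Buffer or medium: EGM-2 over gelatin coat | Signal: Immunofluorescence imaging | Benchmarks: TNF-alpha, DMSO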
PglD inh: C. jejuni PglD acetyltransferase inhibitors, primary screen, biochemical, DTNB colorimetric, single point. inhibition, % at 12.5 µM. UDP-N-acetylbacillosamine N-acetyltransferase PglD (Campylobacter jejuni). purified PglD enzyme, DTNB colorimetric CoA detection. 360,000 compounds, 0.098% hits; in the data active = inhibition above about 16%, passing the limit was not always enough; inconclusive = no clear call, values can overlap the other calls; also: strong numbers were not always called active
* hit, by the source's call; ? = inconclusive; . = not tested or not shown. Hits appear at their usual frequency; 3.2% or so of the library scored in one or more.

A first look (three entries):
SMILES	ARNT TACC3 PPI	Casp6 inh	RAD52 inh	ERp5 block	RAD54 branch	esBAF inh	E-selectin induc	PglD inh
Cc1nc2c(ncn2-c2ccccc2)c(=O)n1NC(=O)CN1CCOCC1	-10	-2	-2	-3	.	.	5.0	.
COC(=O)c1c[nH]n2c(=O)c(Cl)c(C)nc12	0	0	-7	-3	.	.	.	.
C[C@H]1CN([C@@H](C)CO)C(=O)Cc2cc(NS(C)(=O)=O)ccc2O[C@H]1CN(C)C(=O)Nc1ccccc1	-3	-4	6	5	-16	-4	-8.5	4

All compounds of this part, previewed entries included:
SMILES	ARNT TACC3 PPI	Casp6 inh	RAD52 inh	ERp5 block	RAD54 branch	esBAF inh	E-selectin induc	PglD inh
Cc1nc2c(ncn2-c2ccccc2)c(=O)n1NC(=O)CN1CCOCC1	-10	-2	-2	-3	.	.	5.0	.
COC(=O)c1c[nH]n2c(=O)c(Cl)c(C)nc12	0	0	-7	-3	.	.	.	.
C[C@H]1CN([C@@H](C)CO)C(=O)Cc2cc(NS(C)(=O)=O)ccc2O[C@H]1CN(C)C(=O)Nc1ccccc1	-3	-4	6	5	-16	-4	-8.5	4
CO/N=C/c1ccc(Oc2ccc(C)cc2)nc1	20	.	.	.	-8	39	.	7
CO[C@@H]1CN(C)C(=O)c2ccc(NC(C)=O)cc2OC[C@@H](C)N(C(=O)CN(C)C)C[C@@H]1C	-9	.	.	.	-4	-28	-0.1	8
COc1ccc(/C=C/C(=O)c2nc3ccccc3n2CC(=O)c2ccc(OC)cc2)cc1	-21	.	.	.	6	17	.	12
O=C(N/N=C/c1cccnc1)c1cc2c(ccc3ccccc32)o1	-8	.	.	.	8	-15	.	-1
CCC[C@@H](CN1CCC[C@H]1CN1C(N)=NC[C@@H]1Cc1ccccc1)N1C[C@@H]([C@H](C)CC)N(CCc2ccc(Cl)c(Cl)c2)C1=N	41	.	.	.	7	-1	.	-5
CC(=O)NC(Cc1ccccc1)C(=O)NC1CCN(C(=O)NCc2ccccc2)CC1 (centres undefined)	-4	3	10	1	7	-5	.	-3
O=C(c1ccc(Cl)cc1)N1CCCCC(Sc2nnc(-c3ccc4c(c3)OCO4)o2)C1=O (centres undefined)	0	.	.	.	-1	-69	.	-1

5 entries from above, sorted by length of the SMILES, falling.
SMILES	ARNT TACC3 PPI	Casp6 inh	RAD52 inh	ERp5 block	RAD54 branch	esBAF inh	E-selectin induc	PglD inh
CCC[C@@H](CN1CCC[C@H]1CN1C(N)=NC[C@@H]1Cc1ccccc1)N1C[C@@H]([C@H](C)CC)N(CCc2ccc(Cl)c(Cl)c2)C1=N	41	.	.	.	7	-1	.	-5
CO[C@@H]1CN(C)C(=O)c2ccc(NC(C)=O)cc2OC[C@@H](C)N(C(=O)CN(C)C)C[C@@H]1C	-9	.	.	.	-4	-28	-0.1	8
O=C(c1ccc(Cl)cc1)N1CCCCC(Sc2nnc(-c3ccc4c(c3)OCO4)o2)C1=O (centres undefined)	0	.	.	.	-1	-69	.	-1
CC(=O)NC(Cc1ccccc1)C(=O)NC1CCN(C(=O)NCc2ccccc2)CC1 (centres undefined)	-4	3	10	1	7	-5	.	-3
CO/N=C/c1ccc(Oc2ccc(C)cc2)nc1	20	.	.	.	-8	39	.	7

Other structures.
SMILES	ARNT TACC3 PPI	Casp6 inh	RAD52 inh	ERp5 block	RAD54 branch	esBAF inh	E-selectin induc	PglD inh
COC(=O)C[C@@H]1CC[C@H]2[C@H](COc3ccc(NC(=O)c4cnccn4)cc3C(=O)N2C)O1	6	-2	-3	0	0	0	-0.1	3
C[C@H]1CN([C@@H](C)CO)C(=O)c2cc(NC(=O)C3CC3)ccc2O[C@H]1CN(C)C(=O)Nc1ccc(C(F)(F)F)cc1	-1	2	7	-2	-2	4	-0.4	-1
COc1ccc(S(=O)(=O)N2CCCC(C(=O)N3CCN(c4ccccc4)CC3)C2)cc1Cl (centres undefined)	7	1	5	-12	1	.	.	-3
OC[C@@H]1[C@@H](c2ccc(Br)cc2)[C@@H]2CN(Cc3ccccn3)CCCCN12	14	-3	-3	-2	8	1	0.0	-1
Cc1ccc(S(=O)(=O)Nc2ccc3c(c2)C(=O)N([C@@H](C)CO)C[C@@H](C)[C@@H](CN(C)Cc2ccccc2)OCCCC[C@@H](C)O3)cc1	6	.	.	.	3	4	.	-1
C#CC(=O)CCC1CCCN1C(=O)OC(C)(C)C (centres undefined)	-4	0	-45	1	-9	2	-0.2	-1
COc1cccc(-c2cc(C(F)(F)F)nc(-n3cc(Cl)cn3)n2)c1	28	.	.	.	4	-5	.	2
CC(C)(C)c1ccc(NC(=O)CNC2CCCc3ccccc32)cc1 (centres undefined)	-25	0	18	2	.	2	-0.4	.
Cc1ccc(S(=O)(=O)Nc2ccc3c(c2)C(=O)N([C@H](C)CO)C[C@H](C)[C@@H](CN(C)CC2CCCCC2)OCCCC[C@@H](C)O3)cc1	-1	4	23	-3	-1	0	0.0	-1
CC(C)(C)c1cc(/C=N/O)cc(C(C)(C)C)c1O	2	-2	-3	0	-12	.	0.1	2
CCc1cc2c(=O)c(-c3nc(C)cs3)coc2cc1O	-1	-1	-5	-2	1	48*	.	-1
CO[C@H]1CC[C@@H]2CCN(C)C(=O)[C@@H](C)[C@H](OC)CN(C)C(=O)c3cc(C#N)ccc3OC[C@@H]1O2	-2	0	-10	-3	-10	-1	0.0	-2
O=C(Nc1ccc(Cl)cc1)c1ccc(OCC2CCCO2)cc1 (centres undefined)	2	21	9	4	.	.	-0.7	.
CC1CC(=O)Nc2ccccc2N1C(=O)Cn1cnc2ccc(Br)cc2c1=O (centres undefined)	2	2	-5	4	5	3	.	-5
Cc1ccc(OCC(=O)OCC(=O)NC2CCCC2)cc1C	-8	9	-9	2	-1	-6	0.5	-4
Cn1cc(C(=O)c2cccc(Cl)c2Cl)cc1C#N	6	0	-4	1	.	.	.	.
Cc1cc(NS(=O)(=O)c2ccc(NC(=O)c3ccccc3F)cc2)no1	4	-2	6	2	-5	-12	?	-1
CCCN(CC(=O)Nc1cc(Cl)ccc1Cl)C(=O)c1ccccn1	-1	1	4	2	1	-3	0.4	-1
CCC(=O)N1[C@@H]2c3ccc(C4=CCCC4)c(=O)n3C[C@H]1[C@H](CO)[C@H]2C(=O)N[C@@H](C)c1ccccc1	-5	-2	-16	1	10	-6	0.0	0
Cc1ccc(S(=O)(=O)CC(c2ccccc2)N2CCOCC2)cc1 (centres undefined)	2	.	.	.	-3	3	.	4
COc1ccc(S(=O)(=O)Nc2cc(Sc3ncn[nH]3)c(O)cc2C)cc1	.	1	-6	1	-1	-1	-0.1	5
CO[C@@H]1CN(C)C(=O)c2cc(NC(=O)C3CCOCC3)ccc2OC[C@H](C)NC[C@H]1C	-1	1	-4	7	4	1	-0.1	2
CC=Cc1ccc2n(c1=O)C[C@H]1[C@H](CO)[C@@H](C(=O)NCCC)N(C(=O)c3cccnc3)[C@@H]21 (mixture of isomers)	.	5	-18	18	.	.	1.0	.
C[C@@H](NC(=O)C[C@H]1C[C@H]2c3cc(NC(=O)CN(C)C)ccc3O[C@H]2[C@H](CO)O1)c1ccccc1	6	1	-2	-9	19	5	-0.3	0
COc1ccc(Cl)cc1Nc1nc(-c2sc(NC(=O)c3ccco3)nc2C)cs1	-5	0	-19	2	-3	16	0.3	-3
COC(=O)C[C@@H]1CC[C@H]2[C@@H](COc3ccc(NC(=O)c4ccc(C(F)(F)F)cc4)cc3C(=O)N2C)O1	28	5	4	0	5	6	0.2	1
C[C@H](O)C#Cc1cnc2c(c1)C(=O)N([C@H](C)CO)C[C@H](C)[C@H](CN(C)C(=O)Nc1ccc(C(F)(F)F)cc1)O2	-11	.	-2	-3	-1	0	-0.2	0
CCOC(=O)N1CCN(C(=O)CNC(=O)c2ccc(Cl)cc2)CC1	-6	-1	-1	-1	-5	0	-0.1	-2
O=C(c1ccccc1)c1nccn1-c1ccc(Cl)nn1	0	3	-9	1	-3	.	0.0	2
Cc1ccccc1NC(=S)N1CCN(C(=O)c2ccco2)CC1	.	-1	-15	1	.	.	8.9	.
Cc1cc(NC(=O)CSc2nc3c([nH]c4ccccc43)c(=O)n2-c2ccccc2F)no1	-1	0	-28	-3	-3	-6	0.4	1
CC(C)C#Cc1ccc([C@@H]2[C@@H](C#N)N(C(=O)c3ccccn3)[C@@H]2CO)cc1	12	0	7	1	-9	-5	-0.3	-2
O=C(COc1ccccc1)Nc1nnc(C23CC4CC(CC(C4)C2)C3)s1	-3	2	-9	1	-3	48*	0.2	0
CC(=O)N1c2ccccc2C(C)(c2ccccc2)CC1(C)C (centres undefined)	-7	.	.	.	-4	-4	.	5
CN1CCCCN2[C@H](CO)[C@@H](c3ccc(-c4cccnc4)cc3)[C@@H]2C1	0	0	24	1	-4	-1	-0.2	8
CCCCOP(=O)(OCCCC)C(Nc1ccc(C(=O)OCC)cc1)c1ccncc1 (centres undefined)	9	12	-9	0	3	0	0.0	-3
c1ccc(COc2ncnc3c2ncn3CCCNCC2CCCO2)cc1 (centres undefined)	-4	-2	-27	3	4	3	.	-3
CCC(C)C(CO)NCCCn1cnc2c(OCc3ccccc3)ncnc21 (centres undefined)	.	-1	-12	-3	2	-3	0.0	-1
COc1cnc(-c2ccccn2)nc1N(C)C	74*	-11	-32	-2	.	-61	.	.
C=CC(=O)Nc1ccc(CN2C(=O)N(c3c(Cl)c(OC)cc(OC)c3Cl)Cc3cnc(NCCCCN(CC)CC)nc32)cc1	24	.	.	.	29	-26	.	-7
CCCCc1noc2c1/C(=N\O)CC(c1ccccc1)C2 (centres undefined)	-3	.	.	.	2	59*	.	-3
COc1ccc(C(=O)Nc2ccc(C(=O)Nc3cccnc3)cc2)cc1	-14	4	4	1	4	20	-0.1	6
COc1cccc(CN(C)C(=O)c2ccc3nccnc3c2)c1	-36	.	.	.	10	-8	.	2
N#Cc1nc(Cc2cccc3ccccc23)oc1NCCCN1CCOCC1	25	-1	-9	-7	-13	2	.	3
O=S(=O)(/N=C(/Nc1ccccc1)c1ccccc1)c1cccs1	35	1	-7	1	.	.	-1.2	.
C[C@@H]1CN([C@@H](C)CO)C(=O)c2cc(NS(=O)(=O)c3cccs3)ccc2O[C@@H](C)CCCCO[C@@H]1CN(C)Cc1ccccc1	5	0	-15	3	-3	1	.	1
O=C(NCc1ccncc1)C1CCN(S(=O)(=O)c2ccccc2)CC1	3	1	-1	-1	.	.	0.8	.
COc1cccc(C#Cc2c(C=O)n(C)c3ccccc23)c1	-1	-2	-37	-1	-8	19	0.2	-2
CCOC(=O)C(C)Sc1nnc(NC(=O)c2ccc3c(c2)OCO3)s1 (centres undefined)	-3	0	-12	0	.	.	6.4	.
Cc1ccc(NC(=O)c2cccc(OCc3c(C)noc3C)c2)c(C)c1	27	.	.	.	-13	7	.	4

Screening results as filed in PubChem.
